Screens from PubChem BioAssay.
uPA surface inh – blocks generation of uPA at the cell surface; cell surface uPA generation assay, qHTS; Potency, µM (titrated, usually from 38.3 µM), for the others: at the highest dose activity change, negative = inhibition, hits mostly inhibitors; 0.31% of 330,000 active; AID 540303; active = well fitted inhibition curve with a large enough effect; inconclusive = small, poorly fitted or top-dose-only effect; inactive = no such curve, though single readings can be large or run the other way; tested in mouse RAW 264.7 cells; note: potency is the fitted concentration of half-maximal effect; % is set by controls: 0 for no effect and ±100 for the full control effect; nearly all actives have a fitted effect of over 55% in size
USP2a inh – USP2a (human) protease inhibition; USP2 core, Ub-CHOP2 coupled fluorogenic reporter, 485/531; Potency, µM (top dose mostly 38.3 µM), for the others: top-dose activity change, negative = inhibition, most hits filed as inhibitors; 0.01% of 330,000 active; AID 463254;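 note: potency is the fitted concentration of half-maximal effect; plate controls were DMSO wells for no effect and full inhibition by NEM control for full effect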
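USP2 core (10nM final) preincubated 30min RT with compound in 20mM Tris-HCl pH 8.0, 2mM CaCl2, 2mM beta-mercaptoethanol, 0.05% CHAPS; 25nM Ub-CHOP2 plus 25nM reporter substrate added, fluorescence (Ex485/Em531) read after 60min.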
B2AR arrestin – beta2AR (human) beta-arrestin recruitment activity; P07550; beta-arrestin recruitment to beta2AR, cell-based reporter; Potency, µM (top dose mostly 46.1 µM), inactives show top-dose activation, most hits filed as activators; 0.02% of 330,000 active; AID 492947;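 note: potency is the fitted concentration of half-maximal effect; 0% = DMSO controls and full agonism = EC100 isoproterenol or metaproterenol; nearly all actives have a fitted effect of over 65% in size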
Target sequence (P07550 whole entry, looked up): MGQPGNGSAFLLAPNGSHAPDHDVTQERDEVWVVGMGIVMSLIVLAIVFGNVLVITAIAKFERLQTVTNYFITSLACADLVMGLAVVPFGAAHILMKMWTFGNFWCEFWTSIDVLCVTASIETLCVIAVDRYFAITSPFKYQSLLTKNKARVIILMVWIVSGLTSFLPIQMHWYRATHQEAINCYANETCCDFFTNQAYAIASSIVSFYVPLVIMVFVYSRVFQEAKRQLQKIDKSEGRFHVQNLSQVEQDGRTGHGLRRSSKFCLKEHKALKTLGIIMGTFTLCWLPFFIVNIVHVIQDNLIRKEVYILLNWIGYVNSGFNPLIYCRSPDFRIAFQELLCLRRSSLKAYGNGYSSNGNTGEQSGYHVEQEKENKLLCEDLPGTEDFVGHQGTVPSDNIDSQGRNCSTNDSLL
Eya2 inh – Eya2 (human) phosphatase inhibition. AID 488837. recombinant Eya2, OMFP fluorescence dephosphorylation (OMFP is methylfluorescein phosphate). 0.006% of 330,000 active. O00167. Potency, µM (series often up to 76.9 µM), inactives show top-dose activity, negative = inhibition, usual class: inhibitors; note: potency is the fitted concentration of half-maximal effect; % is set by controls: 0 for no effect and ±100 for the full control effect
Target sequence (O00167 whole entry, looked up): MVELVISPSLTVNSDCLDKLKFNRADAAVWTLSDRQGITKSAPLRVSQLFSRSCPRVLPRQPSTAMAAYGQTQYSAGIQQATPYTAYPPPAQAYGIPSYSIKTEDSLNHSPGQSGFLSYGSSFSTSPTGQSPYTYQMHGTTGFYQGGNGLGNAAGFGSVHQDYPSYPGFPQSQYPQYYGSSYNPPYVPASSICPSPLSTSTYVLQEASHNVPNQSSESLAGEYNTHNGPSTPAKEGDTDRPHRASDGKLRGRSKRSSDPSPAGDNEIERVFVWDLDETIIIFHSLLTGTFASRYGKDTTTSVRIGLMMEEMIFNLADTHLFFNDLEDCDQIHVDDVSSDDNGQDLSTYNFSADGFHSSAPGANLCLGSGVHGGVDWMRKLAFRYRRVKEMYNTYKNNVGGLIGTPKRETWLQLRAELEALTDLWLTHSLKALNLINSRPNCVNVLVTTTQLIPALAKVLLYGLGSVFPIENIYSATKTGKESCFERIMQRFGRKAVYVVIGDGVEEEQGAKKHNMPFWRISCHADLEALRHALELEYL
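Eya2 (0.2 uM) preincubated 10 min at ambient with compound, then OMFP substrate added at 50 uM; 10 min reaction in 50 mM HEPES pH 7.5, 50 mM NaCl, 5 uM MgCl2, 0.05% BSA, 1 mM DTT. Fluorescence read at Ex 485/Em 525 nm.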
TRPV1 ag – agonists of human vanilloid receptor 1 (TRPV1) | Q8NER1 | TRPV1-expressing cells, Fluo-8 calcium influx, agonist mode | activation, % at 8.33 µM | 0.19% of 320,000 active | AID 540275; in the data active = activation above about 80%; inconclusive = between about 30% and that limit; note: 0% is about no effect
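Fluo-8 calcium influx in TRPV1-expressing cells, kinetic read (ex 480/em 520 nm). Compound added and read 3 min for agonist activity, followed by capsaicin at EC20 final and 2 min further read for enhancement.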
p53 reactivation – mutant p53 re-activation in reporter cells. Potency, µM (doses to about 92.2 µM), for inactives: top-dose activity change, positive = activation, usual class: activators. AID 504706. H1299 p53-A138V BP100-luciferase reporter, luminescence, 24 h. 0.063% of 320,000 active; note: potency is the fitted concentration of half-maximal effect; % of control where 0% means no effect; nearly all actives have a fitted effect of over 45% in size
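H1299 (p53-null), stable ts p53-A138V + BP100-Luc; 1000 cells/well, Opti-MEM/10% FBS; cpd 4 pt, 1:5; 24 h, 37 deg C, 5% CO2; detection reagent 10 min RT; luminescence.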
a7 integrin act – integrin-mediated muscular dystrophy alleviation activation; 0.064% of 350,000 active; alpha7betagal myoblasts, beta-gal FDG fluorescence, 48 h; Potency, µM (titrated, usually from 38.3 µM), inactives show at the highest dose activation, actives largely listed as activators;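 note: potency is the fitted concentration of half-maximal effect; 100% = response of the positive control SU9516; nearly all actives have a fitted effect of over 60% in size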
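Alpha7betagal+/- myoblasts (passage 13) were plated 16-24 hr, then exposed to compounds (1:260 dilution of DMSO stock) for 48 hours at 37C. After MPER lysis, β-galactosidase reporter activity was read as FDG fluorescence (ex 480/em 540) after 30 minutes.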
TSG101-PTAP inh – blocks PTAP/TSG101 interaction to inhibit HIV-1 budding. Fluorescence polarization, FITC-PTAP peptide / Tsg101 binding. Potency, µM (titrated, usually from 115 µM), without a hit: top-dose activity change, negative = inhibition, usual class: inhibitors. 340,000 tested, under 10 active; active = well fitted inhibition curve with a large enough effect in the main read-out, with a control signal flat, not every such curve was filed as active; inconclusive = small, poorly fitted or top-dose-only effect, or effect the other way, or a change in a side signal; inactive = no such curve, though single readings can be large or run the other way; note: potency is the fitted concentration of half-maximal effect; % of control where 0% means no effect
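FP read-out: FITC-PTAP peptide, 50 nM final, binding Tsg101 binding domain, 10 uM final; 20 min, r.t.; 10 mM HEPES pH 7.5, 0.15 M NaCl, 0.01% Tween 20, 3 mM EDTA, 0.1 mM TCEP.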
ASM inhibitor – inhibitors of human secretory acid sphingomyelinase | P17405 | placental ASM, HMU-PC fluorogenic substrate, 60 min | Potency, µM (doses to about 57.5 µM), without a hit: at the highest dose activity change, negative = inhibition, most hits filed as inhibitors | 0.006% of 340,000 active | AID 504937; note: potency is the fitted concentration of half-maximal effect
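Human placenta-derived ASM preincubated with compound 10 min at room temperature, then reacted with 9 uM (final) fluorogenic HMU-PC substrate for 60 min at 37 C. Stop solution raises pH to 10; fluorescence read at Ex 386/Em 447 nm.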
BRCA1 expr up – BRCA1 expression activation; MCF7-BRCA1-FFLuc reporter, luminescence, 48 h; response scale: scaled: vehicle 0%, 10 µM genistein 100%; Potency, µM (highest dose often 46.1 µM), for the others: at the highest dose activation, hits mostly activators; 1.1% of 380,000 active; AID 624202; note: potency is the fitted concentration of half-maximal effect; nearly all actives have a fitted effect of over 80% in size; some results filed as inactive show a strong effect at the top dose
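Luminescence from a BRCA1-driven firefly luciferase in MCF7 cells was the read-out, taken 15 min after substrate addition following 48 h compound exposure at 37 °C. Data were normalized to a 10 microM genistein control and DMSO vehicle.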
ELG1 genotoxic – induces genotoxicity in HEK293T cells with luciferase-tagged ELG1; HEK293T ELG1-luciferase reporter, luminescence, 16 h; Potency, µM (titrated, usually from 46 µM), for the others: at the top dose activity change, positive = activation, actives largely listed as activators; 1.3% of 330,000 active; note: potency is the fitted concentration of half-maximal effect; % of control where 0% means no effect; nearly all actives have a fitted effect of over 60% in size
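Screening used a luciferase reporter fused to human ELG1 in HEK293T cells. Luminescence was read on a CCD plate imager after 16 hr exposure and 30 min ONE-Glo incubation.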
The depositor's hits bear a star; ? = inconclusive; . = not tested or not shown; [ ] = remark or other dose. Unless noted, calls come from the whole dose curve; as a rule, active = well fitted curve in the direction sought with a large enough effect; inconclusive = small, poorly fitted or top-dose-only effect, or another doubt; inactive = no such curve, though single readings can be large; an effect the other way counts as inactive or inconclusive.

SMILES	USP2a inh	ELG1 genotoxic	B2AR arrestin	TRPV1 ag	p53 reactivation	Eya2 inh	uPA surface inh	BRCA1 expr up	ASM inhibitor	TSG101-PTAP inh	a7 integrin act
CCC(C(=O)Nc1ncn[nH]1)(C(F)(F)F)C(F)(F)F	-0.3%	0.6%	0.1%	-2.9	-11.1%	-8.8%	7.5%	-2.4%	-0.5%	-1.8%	3.9%
O=C(O)C1CCCCC1C(=O)NCCc1ccc(Cl)cc1 (centres undefined)	2.7%	2.7%	0.0%	-0.3	5.3%	10.3%	1.9%	-15.4%	3.3%	-2.5%	-4.4%
Cc1nn(C(C)C)c(C)c1CN1CCCC(CCC(=O)NCc2ccccc2F)C1 (centres undefined)	1.1%	0.6%	0.1%	1.4	-1.3%	-0.5%	2.3%	-19.4%	22.3%	-5.0%	-13.8%
O=C(NCCc1ccc(F)cc1)c1ccc([N+](=O)[O-])cc1	1.0%	?	0.1%	?	4.7%	-7.1%	0.1%	?	-0.7%	-2.2%	5.4%
COc1ccc(Br)cc1CN1CCSCC1	-0.1%	-2.4%	0.3%	3.0	11.9%	-2.9%	7.7%	-21.5%	0.2%	-0.5%	21.2%
CCn1nnc(-c2ccccc2NS(=O)(=O)c2ccc(C(=O)OC)cc2)n1	-3.4%	1.5%	0.0%	-1.7	1.7%	-1.4%	-16.1%	-51.9%	-3.6%	-2.7%	-16.0%
CC(C)c1ccc(NC(=O)COc2ccccc2)cc1	-0.9%	?	0.2%	?	?	-2.0%	4.2%	?	0.2%	0.6%	10.6%
COc1ccc(C(=O)/C=C2/c3ccccc3CC(C)(C)N2C)cc1	-4.5%	9.3%	0.4%	26.9	2.5%	-10.7%	?	-67.6%	-18.2%	.	-22.3%
Cc1cc2cc(CNC(=O)Cc3cccs3)ccc2n1C	-1.2%	2.2%	-0.9%	?	3.9%	3.2%	-1.3%	-8.5%	0.7%	-3.6%	-17.0%
Cc1cc(=O)cc(C)n1-c1ccc2c(c1)nc(C)n2-c1ccccc1	0.7%	-3.6%	-0.1%	1.6	-8.0%	-0.6%	-2.9%	-34.6%	-0.3%	0.4%	-27.7%
CC(C)c1onc(C(=O)NC2CCCCC2)c1[N+](=O)[O-]	2.1%	-1.2%	-0.1%	8.2	6.7%	1.6%	1.5%	-11.9%	2.5%	0.7%	-44.8%
COc1ccc(C2=NOC(C(=O)NCC(C)C)C2)cc1 (centres undefined)	0.9%	13.6%	0.1%	0.9	0.7%	10.4%	.	?	1.4%	0.0%	5.1%[7.66 µM]
COC(=O)C1=C(C)N=C2SC(C)C(=O)N2C1/C=C/c1ccccc1OC (centres undefined)	0.3%	-1.4%	-0.9%	5.7	-2.1%	-5.7%	4.0%	-20.6%	3.9%	-4.2%	?
COc1ccc(NC(=O)c2ccc(NC(=O)CN3CCC(C(N)=O)CC3)cc2)cc1	-6.4%	1.5%	0.7%	.	18.6%	-2.3%	3.6%	24.1%	3.4%	0.7%	9.9%
O=S(=O)(CCNCCc1ccccc1)NC1CCCCC1	.	.	.	.	.	.	7.7%	6.0%	7.5%	-1.7%	1.0%
NC(=S)N/N=C/c1cccc(O)c1O	-0.8%	?	-0.1%	-1.2	10.8%	-0.5%	-16.8%	-20.5%	4.5%	-0.4%	3.0%
CC(C)c1ccc(NC(=O)c2cc(Br)ccc2Br)cc1	0.5%	3.1%	0.2%	25.2	6.0%	11.2%	2.7%	-26.0%	-6.8%	-0.4%	1.0%
O=C(Nc1cccc(C(F)(F)F)c1)c1cccnc1N1CCOCC1	3.1%	.	-0.6%	1.8	.	-2.5%	7.7%	-9.9%	0.8%	-2.3%	-7.6%
COc1ccccc1NC(=O)CCN1C(=O)C2C3CCC(C3)C2C1=O (centres undefined)	1.7%	0.3%	-0.3%	4.2	?	4.1%	2.5%	-4.6%	2.5%	-1.1%	0.0%
CC1CCCN(S(=O)(=O)c2ccc(NC(=O)C3CC(=O)N(c4ccccc4)C3)cc2)C1 (centres undefined)	-9.7%	-10.8%	0.4%	2.0	3.9%	-7.3%	-9.3%	-44.1%	-6.1%	-9.0%	-21.5%
O=C(NNC(=O)C1CC(c2cccnc2)=NO1)Nc1ccccc1F (centres undefined)	-0.3%	-7.9%	0.5%	-0.6	5.5%	-28.4%	5.2%	-5.8%	-0.7%	-1.6%	-25.3%
Cc1ccc2nc(C)c3c(c2c1)SCC3	5.2%	1.1%	-0.3%	5.8	0.1%	-1.8%	0.0%	-3.2%	-0.5%	-1.8%	-9.6%
COc1ccc(OC)c(N2C(=O)CCCC2=O)c1	0.4%	-0.6%	0.0%	4.5	.	4.9%	2.9%	1.0%	-3.2%	0.7%	-17.5%
NC(=O)C1CCN(CC(=O)NC2CCCc3ccccc32)CC1 (centres undefined)	0.6%	1.3%	0.0%	-1.1	-4.5%	16.4%	4.3%	-0.8%	-0.4%	-0.7%	-5.5%
COc1ccc(CCNC(=S)NCCc2c[nH]c3ccccc23)cc1	3.2%	-3.5%	0.5%	?	2.2%	10.5%	19.4%	-29.8%	-6.0%	-4.3%	17.3%
CC1CCN(C(=O)Nc2ccc3nsnc3c2)CC1	0.0%	?	-0.5%	?	11.0%	-1.0%	-12.7%	?	112.0%[activator]	-1.9%	?
CSc1sccc1/C=C(/C#N)C(=O)c1ccco1	-0.5%	7.7%	2.9%	-2.1	1.2%	1.6%	0.9%	-23.7%	-1.8%	-2.7%	-19.8%
O=C(O)C1Cc2ccccc2CN1C(=O)CSc1nnc2ccccn12 (centres undefined)	-0.8%	3.3%	0.0%	0.9	9.5%	-4.2%	0.7%	-16.2%	3.4%	-2.8%	10.9%
COCCN(C(=O)COC(=O)CCc1c[nH]c2ccccc12)c1c(N)n(Cc2ccccc2)c(=O)[nH]c1=O	-1.0%	0.0%	0.3%	1.1	-0.6%	18.2%	-8.5%	3.1%	-3.2%	-1.1%	-15.9%
Cc1ccc(NC(=O)CSCC(=O)OC(C)C(=O)Nc2ccccc2C)cc1 (centres undefined)	0.0%	-1.2%	0.3%	7.2	3.0%	14.0%	4.7%	-4.2%	2.5%	-1.8%	-10.2%

Continued; the last 3 above are carried over.
SMILES	USP2a inh	ELG1 genotoxic	B2AR arrestin	TRPV1 ag	p53 reactivation	Eya2 inh	uPA surface inh	BRCA1 expr up	ASM inhibitor	TSG101-PTAP inh	a7 integrin act
O=C(O)C1Cc2ccccc2CN1C(=O)CSc1nnc2ccccn12 (centres undefined)	-0.8%	3.3%	0.0%	0.9	9.5%	-4.2%	0.7%	-16.2%	3.4%	-2.8%	10.9%
COCCN(C(=O)COC(=O)CCc1c[nH]c2ccccc12)c1c(N)n(Cc2ccccc2)c(=O)[nH]c1=O	-1.0%	0.0%	0.3%	1.1	-0.6%	18.2%	-8.5%	3.1%	-3.2%	-1.1%	-15.9%
Cc1ccc(NC(=O)CSCC(=O)OC(C)C(=O)Nc2ccccc2C)cc1 (centres undefined)	0.0%	-1.2%	0.3%	7.2	3.0%	14.0%	4.7%	-4.2%	2.5%	-1.8%	-10.2%
COc1ccc(C)cc1NC(=O)CSc1ccc(-c2ccccn2)nn1	-2.2%	?	1.1%	7.4	9.7%	4.0%	-4.8%	-91.2%[inhibitor]	-0.9%	-1.6%	-1.2%
CCC(=O)Nc1nn(CC(C)C)c2nc3ccc(C)cc3cc12	-0.4%	0.1%	1.0%	?	-4.0%	6.7%	-18.6%	48.4%	308.2%[activator]	-0.9%	10.1%
COc1ccc(CCNCC(O)COc2ccc(Cl)cc2)cc1OC (centres undefined)	3.4%	-0.7%[9.26 µM]	0.0%	13.3	-1.7%	-0.8%	-5.2%	0.7%	3.6%	-3.3%	-54.8%[inhibitor]
COc1ccc(-n2c(C)nnc2SCC(=O)N2CCOCC2)cc1	-0.1%	0.2%	-0.9%	-3.7	2.6%	11.7%	2.1%	9.8%	1.3%	-3.1%	23.5%
